Assay outcomes: PubChem, Southern Research Specialized Biocontainment Screening Center
Rac1 GTP hydrolysis: MgcRacGAP GTPase-activating activity inhibitors, confirmation, biochemical, ADP Hunter fluorescence | Rac GTPase-activating protein 1 (Homo sapiens) | MgcRacGAP-stimulated Rac1 GTP hydrolysis, ADP Hunter fluorescence; higher % means a stronger effect; GST-tagged Rac1 F28L mutant substrate | one-dose inhibition, % at 30 µM; IC50 in µM for titrated hits | 340,000 tested, 0.6% active | AID 624330, 2012;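 active means first-screen hits whose inhibition reached a set limit at any dose in the follow-up dose series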;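 further: fluorescence reports GDP produced by GAP-driven GTP hydrolysis; strong numbers were not always called active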
* hit, by the source's call.

What do the screens show for `O=S1(=O)CCN(CCCCc2ccccc2)CC1`?
Rac1 GTP hydrolysis: 2.9%

Results for CCOC(=O)C(=O)NCC1CCCN1S(=O)(=O)c1cccs1 (stereo not given) ?
Rac1 GTP hydrolysis: 16.9%

What do the screens show for `COc1ccc(-c2ccc3[nH]c4c(c3c2)CCN2C[C@@H]([C@H](C)O)[C@@H](N(C)C(=O)Nc3cc(Cl)cc(Cl)c3)C[C@@H]42)cc1`?
Rac1 GTP hydrolysis: 12.4%

How did O=[N+]([O-])c1ccc(C=NN2CCOCC2)s1 do in these assays?
Rac1 GTP hydrolysis: -3.1%

What do the screens show for `CCN(CC)S(=O)(=O)c1ccc(N2CCOCC2)c(NC(=O)c2cc3ccccc3o2)c1`?
Rac1 GTP hydrolysis: 8.8%

What do the screens show for `Cc1csc(SCC(=O)Nc2ccc(CC#N)cc2)n1`?
Rac1 GTP hydrolysis: 5.8%

What do the screens show for `C[C@@H]1CN([C@H](C)CO)C(=O)CCCn2nncc2CO[C@@H]1CN(C)C(=O)Nc1cccc2ccccc12`?
Rac1 GTP hydrolysis: -5.6%

How did C[C@H](CO)N1C[C@H](C)[C@@H](CN(C)C(=O)Nc2ccc(F)cc2)Oc2cc(Br)ccc2S1(=O)=O do in these assays?
Rac1 GTP hydrolysis: 9.5%

How did CC(C)Oc1ccc(S(=O)(=O)N2CCCCC2)cc1NC(=O)C1=NN(c2ccccc2)C(=O)CC1 do in these assays?
Rac1 GTP hydrolysis: 2.8%

How did COc1ccc(C(O)c2cnc(C)n2Cc2ccccc2)cc1 (stereo not given) do in these assays?
Rac1 GTP hydrolysis: -0.4%

Results for O=C1CSC(=S)N1N=Cc1ccc(OCc2ccccc2)cc1 ?
Rac1 GTP hydrolysis: 6.2%

Results for COc1ccccc1-c1ccccc1C1=CC(=O)CC(C)(C)C1=O ?
Rac1 GTP hydrolysis: 8.7%

What do the screens show for `O[C@H]1C[C@H](c2ccc(Cl)cc2)N(CC2CCCCC2)C[C@@H]1n1cc(-c2ccc(F)cc2)nn1`?
Rac1 GTP hydrolysis: 15.0%

How did COCOCCn1cc(CN2CCS(=O)(=O)N(Cc3ccc(-c4ccc(Cl)nc4)cc3)C(C(C)C)C2=O)nn1 (stereo not given) do in these assays?
Rac1 GTP hydrolysis: 16.5%

What do the screens show for `COc1ccc(S(=O)(=O)N(C)C[C@H]2OCCCC[C@H](C)Oc3ccc(N(C)C)cc3C(=O)N([C@H](C)CO)C[C@@H]2C)cc1`?
Rac1 GTP hydrolysis: 13.7%

How did CC1CCC(C(O)(C(=O)c2ccccc2)c2ccccc2)C(=O)C1 (stereo not given) do in these assays?
Rac1 GTP hydrolysis: 5.5%

What do the screens show for `C[C@H]1CN([C@@H](C)CO)C(=O)CCCn2nncc2CO[C@@H]1CN(C)C(=O)c1ccccc1`?
Rac1 GTP hydrolysis: 13.5%

How did O=C(NCCCn1cccn1)c1cc(COc2ccccc2)on1 do in these assays?
Rac1 GTP hydrolysis: -20.0%

What do the screens show for `COc1ccc(C)cc1NC(=O)COC(=O)c1c(-c2ccccc2)noc1C`?
Rac1 GTP hydrolysis: 3.6%

Results for O=C(NC1CCCCC1)c1ccc2ccccc2c1 ?
Rac1 GTP hydrolysis: 3.2%

How did CC(C)NC(=O)Nc1ccc2c(c1)C(=O)N([C@H](C)CO)C[C@H](C)[C@@H](CN(C)S(=O)(=O)c1ccccc1)OCCCC[C@@H](C)O2 do in these assays?
Rac1 GTP hydrolysis: 15.3%

What do the screens show for `CCN1C(=O)[C@H]2[C@@H](c3ccc(C)cc3)N[C@]3(CCCN(Cc4ccccc4)C3=O)[C@H]2C1=O`?
Rac1 GTP hydrolysis: 14.3%

What do the screens show for `Cc1ccc(-c2ccc(CN3C(C)C(=O)N(Cc4cn(CCC5OCCO5)nn4)CCS3(=O)=O)cc2)cc1` (stereo not given)?
Rac1 GTP hydrolysis: 6.4%

What do the screens show for `CCCCCCN1C[C@H](n2cc(COC(=O)c3ccccc3)nn2)[C@@H](O)C[C@@H]1c1ccccc1`?
Rac1 GTP hydrolysis: 5.2%

How did S=C(NNC(=S)Nc1ccc(Cl)cc1)NNc1ccccc1 do in these assays?
Rac1 GTP hydrolysis: 16.9%

What do the screens show for `NC(=S)NN=C1CSSC1`?
Rac1 GTP hydrolysis: 15.6%

Results for C[C@H]1CN([C@@H](C)CO)C(=O)c2cc(-c3cccc(C(=O)N(C)C)c3)cnc2O[C@H]1CN(C)C(=O)Cc1ccccn1 ?
Rac1 GTP hydrolysis: 17.4%

What do the screens show for `CC(C)(C)Cc1c(-c2ccccc2)nc2ccc(Br)cn12`?
Rac1 GTP hydrolysis: 20.0%

What do the screens show for `Cc1cc(C)cc(-n2ncc3c2CCCC3NC(=O)c2ccccc2)c1` (stereo not given)?
Rac1 GTP hydrolysis: 12.7%

What do the screens show for `CSc1ccccc1OCc1cc(C(=O)NCC(C)Oc2cccnc2)no1` (stereo not given)?
Rac1 GTP hydrolysis: 0.5%

What do the screens show for `O=C(NCCS(=O)(=O)N1CCN(c2ccccc2)CC1)C1CCCCC1`?
Rac1 GTP hydrolysis: 4.8%

Results for N#CC(=Cc1cccs1)c1nc(-c2ccc(Cl)cc2)cs1 ?
Rac1 GTP hydrolysis: 5.8%

What do the screens show for `C/C(COc1ccccc1)=N\NC(=O)c1nnn(-c2nonc2N)c1-c1ccc(C)cc1`?
Rac1 GTP hydrolysis: 5.2%

What do the screens show for `COc1ccc(S(=O)(=O)N2CCOC2CNC(=O)C(=O)NCc2ccc3c(c2)OCO3)cc1C` (stereo not given)?
Rac1 GTP hydrolysis: 15.6%

How did Cn1c(=O)c2c(ncn2CC(=O)OCC(=O)NCc2ccc(F)cc2)n(C)c1=O do in these assays?
Rac1 GTP hydrolysis: 4.2%

How did Cc1ccc(Cl)cc1NCN1C(=O)c2ccccc2C1=O do in these assays?
Rac1 GTP hydrolysis: 7.3%

How did O=C(Nc1ccn(CCCN2CCN(Cc3cccc4ccccc34)CC2)c(=O)n1)OCc1ccccc1 do in these assays?
Rac1 GTP hydrolysis: 13.4%

How did Cc1ccc(S(=O)(=O)c2nc(/C=C/c3ccccc3)oc2N2CCC(C(N)=O)CC2)cc1 do in these assays?
Rac1 GTP hydrolysis: 18.2%

Results for Cc1cc(C(=O)CCC(=O)Nc2ccc(C(N)=O)cc2)c(C)s1 ?
Rac1 GTP hydrolysis: 15.0%

How did CC(C)COC(=O)N(C)C[C@@H]1OCc2cnnn2CCCC(=O)N([C@@H](C)CO)C[C@H]1C do in these assays?
Rac1 GTP hydrolysis: 14.4%

What do the screens show for `Cc1ccc2nc(-c3ccc(Br)cc3)cc(C(=O)NCC3CCCO3)c2c1` (stereo not given)?
Rac1 GTP hydrolysis: 1.5%

What do the screens show for `C[C@@H]1CN([C@H](C)CO)C(=O)CCCn2nncc2CO[C@H]1CN(C)S(=O)(=O)c1cn(C)cn1`?
Rac1 GTP hydrolysis: 7.1%

What do the screens show for `C[C@@H]1CN([C@@H](C)CO)C(=O)c2cc(Br)cnc2O[C@H]1CN(C)S(=O)(=O)c1cccs1`?
Rac1 GTP hydrolysis: 11.0%

What do the screens show for `CC1NC(=O)c2cc3ccccc3cc2-n2c1nc1ccc(F)cc1c2=O` (stereo not given)?
Rac1 GTP hydrolysis: 7.1%

Results for C[C@@H]1CN([C@H](C)CO)C(=O)CCCn2nncc2CO[C@H]1CN(C)S(=O)(=O)c1ccc(Cl)cc1 ?
Rac1 GTP hydrolysis: 18.2%

What do the screens show for `CCc1ccccc1NC(=O)C1CCN(S(=O)(=O)c2ccc(N3CCCC3=O)cc2)CC1`?
Rac1 GTP hydrolysis: -29.2%

How did C[C@@H]1CN([C@@H](C)CO)C(=O)CCCn2nncc2CO[C@@H]1CN(C)S(=O)(=O)c1cn(C)cn1 do in these assays?
Rac1 GTP hydrolysis: 1.6%

Results for COc1ccc(NC(=O)N(C)C[C@@H]2Oc3ncc(Br)cc3C(=O)N([C@@H](C)CO)C[C@@H]2C)cc1 ?
Rac1 GTP hydrolysis: 12.6%

How did C[C@H](CO)N1C[C@H](C)[C@H](CN(C)C(=O)c2ccc(N3CCN(C)CC3)cc2)OCc2cnnn2CCCC1=O do in these assays?
Rac1 GTP hydrolysis: 17.3%

How did O=C(Nc1ccc2c(c1)OCCO2)c1c(Cl)cccc1Cl do in these assays?
Rac1 GTP hydrolysis: 15.5%

Results for COc1cccc(/C=C/C(=O)OCC(=O)N2c3ccccc3CC2C)c1 (stereo not given) ?
Rac1 GTP hydrolysis: 1.9%

What do the screens show for `CN(C)S(=O)(=O)c1cccc(NC(=O)c2ccccc2SCC(=O)N2CCCC2)c1`?
Rac1 GTP hydrolysis: 22.2%

How did CCc1noc(C)c1C(=O)N1CCN(c2ccc([N+](=O)[O-])cc2)CC1 do in these assays?
Rac1 GTP hydrolysis: 9.2%

Results for C[C@H]1CN([C@@H](C)CO)S(=O)(=O)c2ccc(Br)cc2O[C@@H]1CN(C)C(=O)C1CCOCC1 ?
Rac1 GTP hydrolysis: 0.6%

Results for CC1CCCC(C)N1C(=O)COC(=O)CNS(=O)(=O)c1ccc2ccccc2c1 (stereo not given) ?
Rac1 GTP hydrolysis: 12.2%

What do the screens show for `O=C(c1cc(C2CC2)nn1-c1ccccc1)N1CCN(S(=O)(=O)c2ccc(F)cc2)CC1`?
Rac1 GTP hydrolysis: 4.9%

What do the screens show for `CCc1ncc(CO)n1Cc1cccc2ccccc12`?
Rac1 GTP hydrolysis: -4.2%

How did COc1cccc(S(=O)(=O)N(C)C[C@@H]2Oc3ncc(C#CCN(C)C)cc3C(=O)N([C@H](C)CO)C[C@H]2C)c1 do in these assays?
Rac1 GTP hydrolysis: 14.2%

Results for C[C@@H]1CCCCO[C@H](CN(C)C(=O)Cc2ccccc2)[C@@H](C)CN([C@H](C)CO)C(=O)c2cc(NC(=O)Nc3ccccc3)ccc2O1 ?
Rac1 GTP hydrolysis: 4.7%

Results for O=S(=O)(/N=C(\c1ccc(F)cc1)N1CCOCC1)c1ccccc1 ?
Rac1 GTP hydrolysis: 0.7%

How did CCCCCCn1c(=O)n2n(c1=O)C[C@]1(OC(=O)NC3CCCC3)CN(S(=O)(=O)c3ccc(C)cc3)C[C@]1(O)C2 do in these assays?
Rac1 GTP hydrolysis: 11.0%

What do the screens show for `O=c1c2ccccc2sn1-c1cccc(Cl)c1`?
Rac1 GTP hydrolysis: 33.9µM*

Results for COc1ccc(-c2cnc(C(N)=O)c(=O)[nH]2)cc1 ?
Rac1 GTP hydrolysis: 10.5%

Results for COC(=O)NC1CC2C=CC1C1C=CC21 (stereo not given) ?
Rac1 GTP hydrolysis: 1.5%

What do the screens show for `COc1ccc(Nc2nnc(SCC(=O)NC3CCCC3)s2)cc1`?
Rac1 GTP hydrolysis: 4.7%

What do the screens show for `CC(C)NC(=O)N(C)C[C@H]1OCCCC[C@@H](C)Oc2ccc(NC(=O)C3CCCCC3)cc2C(=O)N([C@H](C)CO)C[C@@H]1C`?
Rac1 GTP hydrolysis: 3.7%

Results for O=C(CN1CCOCC1)N1c2ccccc2Sc2ccc(Cl)cc21 ?
Rac1 GTP hydrolysis: 20.7%

How did CSC1=NN(c2ccccc2)CN(c2ccccc2)N1C do in these assays?
Rac1 GTP hydrolysis: 75.6µM*

How did O=C1CC(=O)Nc2ccccc2N1 do in these assays?
Rac1 GTP hydrolysis: 7.8%

14 compounds out of the list, ordered by molar mass, highest first:
Results for C[C@@H]1CCCCO[C@H](CN(C)C(=O)Cc2ccccc2)[C@@H](C)CN([C@H](C)CO)C(=O)c2cc(NC(=O)Nc3ccccc3)ccc2O1 ?
Rac1 GTP hydrolysis: 4.7%

What do the screens show for `CC(C)NC(=O)N(C)C[C@H]1OCCCC[C@@H](C)Oc2ccc(NC(=O)C3CCCCC3)cc2C(=O)N([C@H](C)CO)C[C@@H]1C`?
Rac1 GTP hydrolysis: 3.7%

How did CCCCCCn1c(=O)n2n(c1=O)C[C@]1(OC(=O)NC3CCCC3)CN(S(=O)(=O)c3ccc(C)cc3)C[C@]1(O)C2 do in these assays?
Rac1 GTP hydrolysis: 11.0%

How did COc1cccc(S(=O)(=O)N(C)C[C@@H]2Oc3ncc(C#CCN(C)C)cc3C(=O)N([C@H](C)CO)C[C@H]2C)c1 do in these assays?
Rac1 GTP hydrolysis: 14.2%

Results for C[C@H]1CN([C@@H](C)CO)S(=O)(=O)c2ccc(Br)cc2O[C@@H]1CN(C)C(=O)C1CCOCC1 ?
Rac1 GTP hydrolysis: 0.6%

What do the screens show for `O=C(c1cc(C2CC2)nn1-c1ccccc1)N1CCN(S(=O)(=O)c2ccc(F)cc2)CC1`?
Rac1 GTP hydrolysis: 4.9%

What do the screens show for `COc1ccc(Nc2nnc(SCC(=O)NC3CCCC3)s2)cc1`?
Rac1 GTP hydrolysis: 4.7%

Results for O=C(CN1CCOCC1)N1c2ccccc2Sc2ccc(Cl)cc21 ?
Rac1 GTP hydrolysis: 20.7%

How did CCc1noc(C)c1C(=O)N1CCN(c2ccc([N+](=O)[O-])cc2)CC1 do in these assays?
Rac1 GTP hydrolysis: 9.2%

What do the screens show for `CCc1ncc(CO)n1Cc1cccc2ccccc12`?
Rac1 GTP hydrolysis: -4.2%

What do the screens show for `O=c1c2ccccc2sn1-c1cccc(Cl)c1`?
Rac1 GTP hydrolysis: 33.9µM*

Results for COc1ccc(-c2cnc(C(N)=O)c(=O)[nH]2)cc1 ?
Rac1 GTP hydrolysis: 10.5%

Results for COC(=O)NC1CC2C=CC1C1C=CC21 (stereo not given) ?
Rac1 GTP hydrolysis: 1.5%

How did O=C1CC(=O)Nc2ccccc2N1 do in these assays?
Rac1 GTP hydrolysis: 7.8%

A portion of the library; rates above refer to the full screens.
